Assay outcomes deposited in PubChem BioAssay by several laboratories.
TRPML3 ag: agonists of human TRPML3 channel; activation, % at 3 µM; actives 0.29% (n = 220,000); HEK293 TRPML3-YFP, Fluo-8 calcium fluorescence; 100% = the carbachol control signal; Q8TDD5; AID 1448;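 active = activation above its plate's cutoff, the mean activation of the plate's test wells plus 3 SD, cut at about 12% in these data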;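 note: 0% = DMSO only wells and 100% = carbachol wells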
Target sequence (Q8TDD5 whole entry, looked up): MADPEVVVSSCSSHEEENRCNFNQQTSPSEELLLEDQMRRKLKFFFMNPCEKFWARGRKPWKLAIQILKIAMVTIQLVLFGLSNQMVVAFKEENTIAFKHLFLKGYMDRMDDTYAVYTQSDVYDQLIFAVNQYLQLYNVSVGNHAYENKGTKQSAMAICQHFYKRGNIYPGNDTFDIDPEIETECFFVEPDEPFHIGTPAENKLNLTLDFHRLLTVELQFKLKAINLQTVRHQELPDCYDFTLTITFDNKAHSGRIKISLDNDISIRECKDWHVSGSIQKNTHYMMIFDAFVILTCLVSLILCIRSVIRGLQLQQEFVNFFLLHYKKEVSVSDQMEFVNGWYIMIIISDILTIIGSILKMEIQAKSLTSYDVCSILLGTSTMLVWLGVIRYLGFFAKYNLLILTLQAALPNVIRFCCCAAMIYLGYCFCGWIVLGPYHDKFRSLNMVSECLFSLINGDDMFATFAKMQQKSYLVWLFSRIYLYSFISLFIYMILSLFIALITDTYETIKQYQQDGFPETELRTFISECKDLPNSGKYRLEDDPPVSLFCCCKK
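Material: TRPML3-YFP stable HEK293 cells | Dosing: One concentration, 3 µM nominal, 0.3% DMSO | Timing: 125 s total fluorescence read per well | Technique: Fluo-8 calcium dye fluorescence, ex 470-495, em 515-575 nm | Measure: Percent activation from peak-to-basal fluorescence ratio, scaled between DMSO and carbachol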
RBBP9 inhibitor: blocks human serine hydrolase RBBP9; actives 0.2% (n = 220,000); inhibition, % at 7.94 µM; O75884; recombinant RBBP9, FP-Rh probe fluorescence polarization;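 active = inhibition above the campaign mean of all tested compounds plus 3 SD, cut at about 14% in these data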;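 note: plate controls were DMSO wells with RBBP9 for no effect and wells lacking RBBP9 protein for full effect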
Target sequence (O75884 whole entry, looked up): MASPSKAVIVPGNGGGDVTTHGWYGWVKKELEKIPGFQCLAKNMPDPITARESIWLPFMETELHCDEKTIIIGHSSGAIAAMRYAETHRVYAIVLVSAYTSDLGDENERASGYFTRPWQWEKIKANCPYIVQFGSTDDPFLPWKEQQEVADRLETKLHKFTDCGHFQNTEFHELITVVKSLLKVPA
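System: RBBP9 protein / Buffer or medium: Tris/NaCl buffer pH 8.0 with 0.1% Pluronic / Probe or stimulus: Serine-hydrolase probe FP-Rh, 375 nM pre-mixing / Dosing: 7.94 µM single dose, 0.794% DMSO / Times: enzyme-compound preincubation 30 min, then probe labeling 45 min, 25 °C / Technique: fluorescence polarization (mP), excitation 525 nm, emission 598 nm / Replication: singlicate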
TRPN1 ag: agonists of zebrafish TRPN1 channel. actives 0.18% (n = 220,000). HEK293 zebrafish TRPN1-YFP, Fluo-8 calcium fluorescence; 100% = response to 87 µM carbachol. activation, % at 3 µM;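 active = activation above its plate's cutoff, the mean activation of test wells on that plate plus 3 SD, cut at about 19% in these data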;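 note: 0% = DMSO alone and 100% = 87 µM carbachol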
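Material: zebrafish TRPN1-YFP in HEK293 cells. Doses: one dose of 3 µM, 0.3% DMSO. Incubation: dye 1 h 37 °C plus 30 min RT. Measured by: intracellular calcium fluorescence with Fluo-8.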
BaF3 parental: counter-screen for JAK2V617F inhibitors: parental Ba/F3 viability inhibitors; CellTiter-Glo ATP luminescence; actives 1.1% (n = 220,000); inhibition, % at 5.6 µM; AID 1486;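 active = inhibition above a per-campaign cutoff, the mean inhibition of all tested compounds plus 3 SD, cut at about 27% in these data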;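 note: 0% = DMSO wells and 100% = JAK Inhibitor I control wells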
TNF death inh: TNF-alpha cell death inhibition in Jurkat FADD-/- cells; Jurkat FADD-/- TNF necroptosis rescue, ATP luminescence, 24 h; 0 = TNF only, 100 = no-TNF cells; activation (protection from cell death), % at 10 µM; actives 0.068% (n = 220,000);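 active = activation, meaning protection from cell death, of at least 50% relative to plate controls; inactive = activation below 50%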;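 note: necroptosis triggered by 40 ng/mL TNF-alpha added together with compound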
PPC-1+TRAIL kill: compounds killing PPC-1 cancer cells with TRAIL present (potentiator screen, no TRAIL-free arm); PPC-1 cells + TRAIL, ATPLite viability luminescence; cell killing (% activity), % at 4 µM; actives 0.41% (n = 220,000); AID 1443;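 active = cell killing above 50% in the first pass at 4 µM, then a duplicate retest at 5 µM averaging 50% or more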;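 note: plate controls were cells with TRAIL plus DMSO for no effect and medium-only wells lacking cells for full effect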
Wee1 degr inh: inhibitors of human Wee1 degradation | actives 1.2% (n = 220,000) | reporter increase, % at 5 µM | AID 1321 | P30291 | HeLa Luc-Wee1K328M stability, luciferase luminescence; 100% = proteasome inhibitor MG132 effect;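 active = activation above the mean of all tested compounds plus 3 SD, set per screening run, cut at about 8.8% in these data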;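 note: cells exposed to compound for 20 h before luminescence read; 0% = DMSO alone and 100% = MG132 at 30 µM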
Ba/F3 V617F tox: loss of viability in JAK2V617F-driven Ba/F3 cells | AID 1446 | Ba/F3 EpoR-JAK2V617F viability, ATP luminescence | inhibition, % at 5.6 µM | actives 1.1% (n = 220,000);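 active = inhibition above the campaign mean plus 3 SD over all tested compounds, cut at about 24% in these data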;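 note: cytokine-independent growth of Ba/F3 cells driven by EpoR plus mutant JAK2; 0% = DMSO-treated cells and 100% = JAK inhibitor I control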
CHOP inh: blocks CHOP induction under ER stress; actives 3.8% (n = 220,000); AID 2732; CHO-K1 CHOP-promoter luciferase, tunicamycin-induced, 15-18 h; inhibition, % at 10 µM;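 active = compounds that reduced the stress-induced luciferase reporter signal by more than about 70% of percent inhibition, limit read from the data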;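 note: 0% = tunicamycin plus vehicle and 100% = wells without tunicamycin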
Active calls of the source: *.

SMILES	TRPML3 ag	RBBP9 inhibitor	TRPN1 ag	BaF3 parental	TNF death inh	PPC-1+TRAIL kill	Wee1 degr inh	Ba/F3 V617F tox	CHOP inh
Cc1onc(-c2ccccc2)c1C(=O)N/N=C/c1c[nH]c2ccccc12	0.7	8	2.3	4	-2.4	-2	-1	-2	-3
O=c1[nH]c(C2CCCN(S(=O)(=O)c3ccccc3)C2)nc2c1nnn2Cc1ccccc1 (stereo not given)	-0.2	-7	-1.9	7	-3.3	28	1	5	27
CC(=O)Nc1c(C(=O)O)oc2ccccc12	1.2	-11	0.7	10	1.0	13	-3	1	12
NC(=S)N/N=C/c1ccc(-c2cc(Cl)cc(Cl)c2)o1	-0.8	-6	-1.2	5	-13	-28	-2	-1	34
O=c1oc2ccccc2n1CSC1=NCCS1	-0.3	5	1.5	-4	61*	5	-1	-2	37
O=C(CN1CCN(Cc2ccccc2)CC1)N1CCCCCC1	0.2	-9	1.0	5	0.4	-2	0	1	-15
CCOC(=O)C1CCCN(CC(=O)Nc2c(C(=O)OC)[nH]c3ccc(Br)cc23)C1 (stereo not given)	-0.5	-8	-0.5	7	-7.9	8	0	2	77*
COc1ccc(C2CN=NC23CCc2ccccc2C3=O)cc1 (stereo not given)	-0.5	-5	-0.1	-3	-9.2	0	3	-2	1
Cc1nn(-c2ccccc2)cc1C(=S)Nc1ccccc1	-0.1	-7	0.8	1	1.8	-2	1	-3	-14
CCCCn1c(SCC(=O)NC2CC(C)(C)NC(C)(C)C2)nc2cc(S(N)(=O)=O)ccc21	-0.3	-6	1.1	1	0.1	4	0	3	13
Cc1ccc(S(=O)(=O)Nc2cccc(CP(=O)(c3ccccc3)c3ccccc3)c2)cc1	-1.0	1	-3.3	-3	1.2	2	-1	-1	10
C/C(=N\Nc1ccc(S(=O)(=O)Nc2ccccc2)cc1[N+](=O)[O-])c1ccc(N2CCOCC2)cc1	-0.6	-6	0.5	0	-0.7	-1	0	3	12
NC(=O)C[C@@H]1N[C@]2(C(=O)Nc3ccccc32)[C@@H]2C(=O)N(c3cc(C(F)(F)F)ccc3Cl)C(=O)[C@H]12	0.3	-2	-0.7	2	-0.8	24	0	-3	1
CS(=O)(=O)c1ccc2nc(N)sc2c1	1.2	-6	0.7	0	-4.3	15	-2	-2	-28
CC1CCC2(CC1)NC(=O)N(CC(=O)N1CCc3ccccc3C1)C2=O (stereo not given)	0.2	-2	1.5	4	1.7	-7	5	-2	19
COC(=O)C1CCC(C)(C(=O)Nc2ccccc2)C1(C)C (stereo not given)	0.3	-4	0.3	2	0.9	4	-2	-1	4
O=c1c2nnn(-c3ccc(Cl)cc3)c2ncn1Cc1ccccn1	0.8	1	2.7	11	-0.9	21	1	3	0
O=C(N/N=C/c1ccc(O)cc1)c1csc2c1CCCC2	-0.7	-7	-0.9	1	-9.6	36	0	-6	-23
O=C(O)C(CO)N=Cc1c(O)c2ccccc2oc1=O (stereo not given)	1.1	-10	0.4	3	-12	1	-3	-2	26
CCOC(=O)/C(=C\C=C\c1ccccc1)NC(=O)c1ccccc1	-0.6	-6	-3.5	7	1.1	11	2	2	23
COC(=O)c1ccc(C(=O)OCc2nc3cc4ccccc4cc3[nH]2)cc1	0.9	-2	0.4	0	0.0	23	0	-3	24
OCCSc1nnc(Nc2ccccc2)s1	-0.5	6	0.9	-1	-0.1	7	0	65*	12
CCOc1ccc(NC(=O)CN(c2ccc([N+](=O)[O-])cc2)S(=O)(=O)c2ccccc2)cc1	0.0	-7	-2.2	8	0.3	6	-2	0	17
COCCOC(=O)c1c(C)n(C)c2ccc(OC(=O)N3CCOCC3)cc12	0.4	-5	1.0	3	-2.2	4	-2	1	4
CC(C)C(NS(=O)(=O)c1cccc2nsnc12)C(=O)Nc1nccs1 (stereo not given)	-0.3	-2	-0.2	3	0.3	0	0	-7	-6

Other entries:
SMILES	TRPML3 ag	RBBP9 inhibitor	TRPN1 ag	BaF3 parental	TNF death inh	PPC-1+TRAIL kill	Wee1 degr inh	Ba/F3 V617F tox	CHOP inh
CCOC(=O)N1CCN(S(=O)(=O)c2c(C)cc(C)cc2C)CC1	0.1	-10	0.8	3	-2.2	3	0	-1	-29
CCOC(=O)CN1CC23C=CC(O2)C(C(=O)N2CCN(c4ccc(F)cc4)CC2)C3C1=O (stereo not given)	0.2	-3	1.6	5	1.0	-16	2	-2	10
COc1ccccc1-n1ccnc1SCC(=O)NC1CCCC1	0.2	-6	1.2	2	0.5	0	-2	4	12
Cc1nccn1CCC(=O)O	0.8	0	-0.9	1	1.4	7	-1	-1	4
O=C1NCCCc2c1oc1ccc(O)cc21	0.5	-7	0.9	0	5.5	13	-2	0	0
O=C(COn1nnc2ccc(Cl)cc21)Nc1ccc(F)cc1	-0.9	-3	-0.9	5	1.5	2	0	-1	27
CCNc1nc(NCC)nc(SCCOC(=O)COc2ccc(Cl)cc2Cl)n1	-0.6	-14	-1.3	3	-0.8	17	-1	-4	42
COc1ccc(NC(=O)c2csc(Cc3ccccc3)n2)cc1	-0.6	3	-0.1	-2	0.5	9	1	-2	7
FC(F)(F)c1cccc(N2CCN(c3ccc4nnc(-c5ccccc5)n4n3)CC2)c1	-0.1	3	0.2	2	-2.4	32	-4	2	85*
Cn1ncc(Br)c1N1C(=O)CCC1=O	0.8	3	-0.6	-4	2.9	-10	4	-2	3
O=C(Nc1ccc(Cl)c(Cl)c1)N1CC=C(c2ccccc2)CC1	0.9	-37	1.2	1	-0.1	2	-3	-3	51
COc1cccc(/C=N/Nc2nn3cnnc3c3ccccc23)c1O	0.6	-6	1.5	3	-3.9	16	-4	0	-20
Cc1ccc2c(C(=O)CCl)c(C)[nH]c2c1	3.4	-5	1.5	-4	-28	25	3	-3	-220
COc1ccc(CCC(=O)N/N=C\c2cccs2)cc1	0.2	-5	-1.1	3	0.4	-7	4	2	2
CC(=O)Nc1ccc(NC(=O)CSc2nnc3ccc(-c4ccc(F)cc4)nn23)cc1	1.2	-4	1.0	10	-2.2	-4	-2	-3	-2
CNC(=O)CN(C1CCCCC1)S(=O)(=O)c1ccc(OC)c(Cl)c1	0.7	-14	0.4	3	-1.4	13	-2	4	26
CCCNC(=O)N1c2ccccc2Sc2ccccc21	-0.7	-5	-1.7	-1	0.4	3	-2	-6	-2
Cc1cc(C=O)c(C)n1-c1cc(C(F)(F)F)ccc1N1CCOCC1	1.1	-11	0.6	7	-3.2	-13	-2	-1	21
Cc1cc(C)cc(OCC(=O)O/N=C(\N)c2ccccn2)c1	-0.3	1	-1.0	7	-0.5	3	3	-1	2
CC(C)CNC(=O)c1cccc(NC(=O)c2ccco2)c1	0.2	0	-1.2	2	1.8	24	-4	-2	21
COc1cccc(C2CCCN2Cc2nc(CC3CC3)no2)c1 (stereo not given)	-0.3	4	-2.7	6	-0.2	-20	-1	1	16
COc1ccc(-c2nnn(CC#N)n2)cc1OC	0.8	8	-0.9	0	0.9	1	0	-6	-8
CCOC(=O)c1c(C)nc2c(c1-c1ccccc1)C(=O)c1ccccc1-2	-1.0	-1	-1.7	5	-13	23	-3	-2	15
NC(=O)CCN(Cc1ccccc1)S(=O)(=O)c1ccccc1	-0.5	-4	-0.1	1	0.7	-12	2	-3	10
C=CCn1c(Cc2c[nH]c3ccccc23)n[nH]c1=S	0.0	1	-1.2	12	-4.4	5	-1	4	26
Cc1ccc(C(=O)Nc2ccc(CC(=O)O)cc2)o1	0.6	-3	-0.1	4	1.4	13	-3	-2	34
Cc1ccc(-n2nc3cc(C)c(NC(=S)NC(=O)/C=C/c4ccco4)cc3n2)cc1	1.0	-2	-0.3	63*	0.8	18	-1	68*	29
CNc1ccc(C2(O)C(=O)c3ccccc3C2=O)cc1	0.6	-8	0.6	5	1.5	14	1	-1	9
O=S1(=O)N=C(N=Nc2c(O)[nH]c3ccccc23)c2ccccc21	0.3	-12	0.1	4	0.2	29	1	-2	18
O=C(COc1ncnc2scc(-c3ccccc3)c12)NC1CCCc2ccccc21 (stereo not given)	1.1	-1	0.6	5	1.1	-3	-4	0	10

In a second layout: results already given
SMILES,TRPML3 ag,RBBP9 inhibitor,TRPN1 ag,BaF3 parental,TNF death inh,PPC-1+TRAIL kill,Wee1 degr inh,Ba/F3 V617F tox,CHOP inh
CCOC(=O)N1CCN(S(=O)(=O)c2c(C)cc(C)cc2C)CC1,0.1,-10,0.8,3,-2.2,3,0,-1,-29
CCOC(=O)CN1CC23C=CC(O2)C(C(=O)N2CCN(c4ccc(F)cc4)CC2)C3C1=O (stereo not given),0.2,-3,1.6,5,1.0,-16,2,-2,10
COc1ccccc1-n1ccnc1SCC(=O)NC1CCCC1,0.2,-6,1.2,2,0.5,0,-2,4,12
Cc1nccn1CCC(=O)O,0.8,0,-0.9,1,1.4,7,-1,-1,4
O=C1NCCCc2c1oc1ccc(O)cc21,0.5,-7,0.9,0,5.5,13,-2,0,0
O=C(COn1nnc2ccc(Cl)cc21)Nc1ccc(F)cc1,-0.9,-3,-0.9,5,1.5,2,0,-1,27
CCNc1nc(NCC)nc(SCCOC(=O)COc2ccc(Cl)cc2Cl)n1,-0.6,-14,-1.3,3,-0.8,17,-1,-4,42
COc1ccc(NC(=O)c2csc(Cc3ccccc3)n2)cc1,-0.6,3,-0.1,-2,0.5,9,1,-2,7
FC(F)(F)c1cccc(N2CCN(c3ccc4nnc(-c5ccccc5)n4n3)CC2)c1,-0.1,3,0.2,2,-2.4,32,-4,2,85*
Cn1ncc(Br)c1N1C(=O)CCC1=O,0.8,3,-0.6,-4,2.9,-10,4,-2,3
O=C(Nc1ccc(Cl)c(Cl)c1)N1CC=C(c2ccccc2)CC1,0.9,-37,1.2,1,-0.1,2,-3,-3,51
COc1cccc(/C=N/Nc2nn3cnnc3c3ccccc23)c1O,0.6,-6,1.5,3,-3.9,16,-4,0,-20
